AmpC inh detg – qHTS Inhibitors of AmpC Beta-Lactamase (assay with detergent); P00811; AmpC hydrolysis of nitrocefin, absorbance 480 nm, 0.01% Triton; Potency, µM (highest dose often 114 µM), without a hit: top-dose activity change, negative = inhibition, hits mostly inhibitors; 370,000 compounds, 0.041% hits;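 also: potency is read from the fitted curve at half-maximal effect; 0% = no-compound wells and -100% = no-enzyme wells; nearly all actives have a fitted effect of over 25% in size; some results filed as inactive show a strong effect at the top dose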
Target sequence (P00811 whole entry, looked up): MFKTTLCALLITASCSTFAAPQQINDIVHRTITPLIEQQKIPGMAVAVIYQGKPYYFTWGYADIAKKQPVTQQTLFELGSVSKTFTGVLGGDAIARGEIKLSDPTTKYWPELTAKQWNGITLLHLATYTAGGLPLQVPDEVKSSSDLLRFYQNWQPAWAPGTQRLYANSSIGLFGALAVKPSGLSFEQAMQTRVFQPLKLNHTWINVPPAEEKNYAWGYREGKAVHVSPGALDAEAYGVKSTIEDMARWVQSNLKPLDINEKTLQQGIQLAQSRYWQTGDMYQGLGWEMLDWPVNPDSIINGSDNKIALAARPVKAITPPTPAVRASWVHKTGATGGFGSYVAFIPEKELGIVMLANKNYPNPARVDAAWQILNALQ
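AmpC (5.3 nM in the dispensed reagent) in 20 mM phosphate pH 7.0 with 0.01% (detergent screen) or 0.0001% Triton X-100 was preincubated with compounds for 15 min at room temperature. Nitrocefin was then added from an 800 uM solution, and hydrolysis was followed at 480 nm.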
HCMV antiviral – qHTS Assay for inhibitors of the human cytomegalovirus (HCMV); 410,000 compounds, 4.5% hits; activity change, negative = inhibition, % at 57.5 µM; HFF cells, HCMV-luciferase reporter, 72 h; stronger effect = lower value; in the data active = activity change below about -60%; inconclusive = no clear call, values can overlap the other calls; inactive = above about -39%
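Compounds were evaluated in HFFs infected with an HCMV luciferase reporter virus (MOI 1 PFU/cell). Luciferase in lysates collected 72 h post infection served as the replication measure.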
TbPYK inhibitor – qHTS of Trypanosoma Brucei Inhibitors; 410,000 compounds, 0.12% hits; TbPYK enzyme, Kinase-Glo Plus ATP luminescence, 45 min; AID 624173, 2012; pyruvate kinase (Trypanosoma brucei), Q57TT1; Potency, µM (top dose mostly 76.8 µM), without a hit: at the top dose activity, negative = inhibition, hits mostly inhibitors; also: potency is read from the fitted curve at half-maximal effect; nearly all actives have a fitted effect of over 50% in size
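Quantitative HTS: titrated library compounds versus trypanosomal pyruvate kinase in TEA buffer (pH 7.2) containing KCl, MgCl2, BSA and Tween-20. Reactions were initiated with ADP, 130 uM final. Kinase-Glo Plus luminescence was read after 45 min at RT.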
AmpC inh no detg – qHTS Inhibitors of AmpC Beta-Lactamase (assay without detergent); AmpC nitrocefin hydrolysis, absorbance 480 nm, 0.0001% Triton; AID 485341, 2010; 330,000 compounds, 0.52% hits; Potency, µM (titrated, usually from 57.1 µM), inactives show at the top dose activity change, negative = inhibition, usual class: inhibitors;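 also: potency is read from the fitted curve at half-maximal effect; plate controls were no compound for no effect and no enzyme for full effect; nearly all actives have a fitted effect of over 20% in size; some results filed as inactive show a strong effect at the top dose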
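AmpC (5.3 nM in the dispensed reagent) in 20 mM phosphate pH 7.0 with 0.01% (detergent screen) or 0.0001% Triton X-100 was preincubated with compounds for 15 min at room temperature. Nitrocefin was then added from an 800 uM solution, and hydrolysis was followed at 480 nm.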
AMA1 RON2 block – qHTS for Inhibitors of AMA1-RON; Towards Development of Antimalarial Drug Lead: Primary Screen. Plasmodium falciparum AMA1 (3D7) - RON2 peptide interaction. AlphaScreen AMA1-biotinylated RON2 peptide binding. Potency, µM (top dose mostly 58.2 µM), for inactives: at the highest dose activity change, negative = inhibition, most hits filed as inhibitors. 360,000 compounds, 0.2% hits;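 also: potency is read from the fitted curve at half-maximal effect; 0% = vehicle wells and -100% = peptide control; nearly all actives have a fitted effect of over 45% in size; some results filed as inactive show a strong effect at the top dose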
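AMA1 (3D7) with his tag at 25 nM final met compounds first, then biotinylated RON2 peptide at 25 nM; detection used donor plus acceptor beads, 10 µg/mL apiece, read by AlphaScreen after 30 min at room temperature.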
HCV inh – qHTS Assay for Inhibitors of Hepatitis C Virus (HCV) | Huh7.5.1 HCVcc-Cre infection, luciferase reporter, 44 h | Potency, µM (titrated, usually from 41.8 µM), for the others: at the top dose activity change, negative = inhibition, hits mostly inhibitors | 340,000 compounds, 3.4% hits | AID 651820, 2012; also: potency is read from the fitted curve at half-maximal effect
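Compounds are dispensed onto cells plated 4 h earlier at 1,000 per well, with HCVcc-Cre virus (about 0.5 moi) added next. Following 44 h of culture, luminescent signal is measured for 15 sec after 15 min with substrate at room temperature.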
LmPK inhibitor – qHTS Assay for Inhibitors of Leishmania Mexicana Pyruvate Kinase (LmPK) | purified LmPK, Kinase-Glo ATP luminescence, 1 h | Potency, µM (highest dose often 57.5 µM), inactives show at the highest dose activity change, negative = inhibition, actives largely listed as inhibitors | 290,000 compounds, 0.37% hits | AID 1721, 2009; also: potency is read from the fitted curve at half-maximal effect
Target sequence (Q27686 whole entry, looked up): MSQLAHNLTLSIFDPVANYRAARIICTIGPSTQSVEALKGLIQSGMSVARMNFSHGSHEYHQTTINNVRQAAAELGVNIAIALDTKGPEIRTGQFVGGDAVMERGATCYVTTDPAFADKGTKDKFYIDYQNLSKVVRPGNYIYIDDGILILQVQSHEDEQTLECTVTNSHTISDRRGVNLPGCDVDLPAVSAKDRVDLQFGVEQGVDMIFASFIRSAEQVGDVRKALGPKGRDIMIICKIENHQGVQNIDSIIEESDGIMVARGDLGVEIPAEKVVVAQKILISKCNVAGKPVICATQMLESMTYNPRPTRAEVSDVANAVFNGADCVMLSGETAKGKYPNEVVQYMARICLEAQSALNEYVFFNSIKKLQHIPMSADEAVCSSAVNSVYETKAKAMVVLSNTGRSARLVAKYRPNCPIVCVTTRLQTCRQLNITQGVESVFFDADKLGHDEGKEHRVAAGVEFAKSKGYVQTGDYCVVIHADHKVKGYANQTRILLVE
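qHTS format; LmPK 0.1 nM; substrates PEP 0.5 mM and ADP 0.1 mM. One-hour room-temperature incubation, then coupled luciferase luminescence; 0.5 nM enzyme wells mark activation.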
* = called active by the depositor; ? = inconclusive; . = not tested or not shown; [ ] = remark or other dose. Unless noted, calls follow the shape of the dose curve; as a rule, active = well fitted curve in the direction sought with a large enough effect; inconclusive = small, poorly fitted or top-dose-only effect, or another doubt; inactive = no such curve, though single readings can be large; an effect the other way counts as inactive or inconclusive. Unless noted, % is scaled to controls: 0 for no effect and ±100 for the full control effect.

SMILES	AmpC inh detg	HCMV antiviral	TbPYK inhibitor	AmpC inh no detg	AMA1 RON2 block	HCV inh	LmPK inhibitor
CCNc1nc(N)nc(Oc2ccc(OCC(=O)OC)nn2)n1	0.4%	-29.0	2.6%	.	.	.	.
O=C(CSC1=NCCN1)Nc1cccc(C(F)(F)F)c1	?	4.9	0.0%	-12.0%	10.2%	-3.8%	-3.0%
Cc1nn(-c2nc(-c3ccc(F)cc3)cc(C(F)(F)F)n2)c(C)c1Cl	22.3%	-8.3	0.2%	.	.	.	.
COc1ccc(OC)c(NC(=O)c2ccc(CN3CCc4ccccc4C3)cc2)c1	-13.3%	?	-1.2%	23.9%	-16.3%	?	0.6%
CCOc1ccc(N(CC(=O)NC2CCCCC2)S(=O)(=O)c2c(C)noc2C)cc1	?	54.8	-1.2%	-13.1%	-1.0%	8.5%	1.8%
Cc1cccc(C)c1NC(=O)C1c2ccccc2OCC(=O)N1Cc1cccnc1 (stereo not drawn)	.	21.6	-4.5%	.	0.5%	.	.
CN(CC(=O)Nc1ccc(N2CCOCC2)cc1)C(=O)CSc1ccccc1F	-11.1%	-9.0	0.0%	-13.6%	0.0%	?	.
O=C(C1CCCO1)N1CCN(Cc2c(O)ccc3ccccc23)CC1 (stereo not drawn)	-5.4%	41.5	0.3%	7.4%	-20.4%	6.2%	3.2%
CN(Cc1nccn1C)C(=O)c1ccc(OC2CCN(CCc3ccccc3)CC2)cc1	?	-36.1	3.9%	3.2%	0.8%	?	-0.1%
COc1cccc(-c2ccc(NC(=O)C3CCCN(Cc4nccn4C)C3)cc2)c1 (stereo not drawn)	-1.7%	-10.9	9.5%	178.9%[activator]	33.9%[activator]	?	1.2%
Cc1ccc(CCNC(=O)c2ccc3c(c2)c(C)c(C)n3Cc2ccccc2)cc1	3.9%	0.0	-10.7%[15.4 µM]	.	.	.	.
COc1ccc(-c2cc(C(=O)NN)[nH]n2)cc1OC	3.1%	0.8	-1.2%	-31.7%	61.9%[activator]	-8.2%	1.6%
COc1ccc(C(CNC(=O)C(CC(C)C)NS(=O)(=O)c2ccc(C)cc2)N2CCOCC2)cc1 (stereo not drawn)	0.0%	54.5	2.6%	86.2%[activator]	-2.1%	-15.1%	.
CCCc1nnc(NC(=O)CNc2ccc(F)cc2)s1	?	-15.2	-8.1%	-13.7%	5.3%	12.3%	4.2%
CC(=O)c1ccc(OCC(=O)N(C)CC(=O)Nc2ccc(N3CCOCC3)cc2)cc1	5.2%	28.1	-2.0%	-9.6%	-3.1%	22.6%	.
CCC(=O)Nc1nnc(SCCN2CCOCC2)s1	?	0.5	4.4%	-17.3%	-4.9%	2.6%	-4.0%
CN(C)c1ccc(S(=O)(=O)N2CCCCC2)cc1NC(=O)CN1C(=O)NC2(CCCC2)C1=O	?	2.2	-0.9%	24.1%	-4.4%	-62.4%	.
Cc1ccc(-n2c3c(c(=O)[nH]c2=O)C(NC(=O)c2ccccc2C)(C(F)(F)F)C(=O)N3)cc1 (stereo not drawn)	23.0%	9.7	4.8%	.	.	.	.
Cc1ccccc1COc1ccc(/C=N/NC(=O)c2nnn(-c3nonc3N)c2CN2CCC(C)CC2)cc1	-6.9%	47.1	-3.1%	-49.0%	20.7%	-29.5%	3.6%
COc1cc(C)c(-c2[nH]ncc2-c2csc(C)n2)c(O)c1	-5.0%	-17.6	-4.0%	-17.9%	-3.4%	32.2%[activator]	1.4%

Complete entries from above. Order of values: AmpC inh detg | HCMV antiviral | TbPYK inhibitor | AmpC inh no detg | AMA1 RON2 block | HCV inh | LmPK inhibitor
CCOc1ccc(N(CC(=O)NC2CCCCC2)S(=O)(=O)c2c(C)noc2C)cc1 as listed: ? | 54.8 | -1.2% | -13.1% | -1.0% | 8.5% | 1.8%
CC(=O)c1ccc(OCC(=O)N(C)CC(=O)Nc2ccc(N3CCOCC3)cc2)cc1 as listed: 5.2% | 28.1 | -2.0% | -9.6% | -3.1% | 22.6% | .
Cc1cccc(C)c1NC(=O)C1c2ccccc2OCC(=O)N1Cc1cccnc1 (stereo not drawn) as listed: . | 21.6 | -4.5% | . | 0.5% | . | .
Cc1ccc(CCNC(=O)c2ccc3c(c2)c(C)c(C)n3Cc2ccccc2)cc1 as listed: 3.9% | 0.0 | -10.7%[15.4 µM] | . | . | . | .
CN(Cc1nccn1C)C(=O)c1ccc(OC2CCN(CCc3ccccc3)CC2)cc1 as listed: ? | -36.1 | 3.9% | 3.2% | 0.8% | ? | -0.1%

Later entries:
SMILES	AmpC inh detg	HCMV antiviral	TbPYK inhibitor	AmpC inh no detg	AMA1 RON2 block	HCV inh	LmPK inhibitor
Cc1ccc(C(C)C)c(OCC(=O)Nc2ccc(O)c(-c3nc4cc(Cl)ccc4o3)c2)c1	3.9%	?	-4.4%	.	.	.	.
CC1CCCCC1NC(=O)C1CC=CCC1C(=O)O (stereo not drawn)	3.5%	-1.7	-15.0%	-24.4%	-9.2%	-8.7%	0.1%
CCOc1ccc(C2c3c(oc4ccccc4c3=O)C(=O)N2Cc2ccc3c(c2)OCO3)cc1 (stereo not drawn)	14.8%	10.8	-3.8%	.	.	.	.
CCC(=O)N1CCCc2cc(S(=O)(=O)N3CCCc4ccccc43)ccc21	0.3%	-37.9	?	42.8%	?	10µM*	0.4%
CCCCN(C)C(=O)c1nc2ccccn2c1CN1CCN(c2ccccn2)CC1	-5.3%	-29.7	3.6%	65.0%[activator]	2.4%	-22.7%	-2.0%
CN1C(C(=O)NCCc2cccs2)CC2Cn3c(nc4cc(Cl)c(Cl)cc43)C21 (stereo not drawn)	-2.8%	-0.3	2.1%	56.7%	-3.0%	-24.5%	5.9%
Cc1ccc(C)c(N2CCN(C(=O)CCc3nc(-c4cccc(Br)c4)no3)CC2)c1	.	-2.8	-2.5%	-4.6%	-6.3%	-12.6%	.
COc1ccc(CCn2cnc(=O)c(C#N)c2C)cc1OC	8.5%	12.7	-17.4%	-14.5%	-4.5%	15.7%	-5.9%
CCCOc1ccccc1NC(=O)CC1Nc2ccccc2NC1=O (stereo not drawn)	-9.3%	8.0	-2.7%	17.8µM*	25.0%	-27.8%	-0.6%
COc1ccc(/C=N/NC(=O)c2cccc(COCC(F)(F)C(F)F)c2)cc1	?	-25.0	3.7%	-33.8%	40.7%[activator]	-10.7%	-6.0%
Cc1c(NC(=O)COC(=O)c2cccn2C)c(=O)n(-c2ccccc2)n1C	.	-4.3	12.8%	5.5%	-7.5%	0.9%	.
O=C(NCC(=O)N(Cc1cccs1)C(C(=O)NC1CCCC1)c1cccnc1)c1ccco1 (stereo not drawn)	?	-11.4	-0.2%	-5.3%	3.9%	10.8%	2.4%
CCOC(=S)SCC(=O)N1CCc2ccccc2C1C1C(=O)CC(C)(C)CC1=O (stereo not drawn)	5.3%	-29.0	-11.2%	-16.9%	11.6%	-9.4%	1.3%
CCCCc1nn(-c2cc(Cl)ccc2OC)c2c1C(=O)CC(C)(C)C2	-8.5%	23.9	-6.5%	56.9%	-2.2%	?	6.8%
Cc1ccc(OCC(=O)Nc2ccncc2)cc1	0.2%	-20.1	3.8%	-6.1%	-5.9%	?	-0.7%
Nc1ccccc1S(=O)(=O)NC1=NCCCCC1	3.9%	9.9	9.8%	-7.1%	-10.3%	5.4%	3.2%
CCCc1ccc(-c2ccc(C(=O)Oc3ccc(OCC)cc3)cc2)nc1	-6.0%	38.3	2.6%	.	.	.	.
O=C(O)c1ccc(NS(=O)(=O)c2ccc3c(c2)C(=O)c2ccccc2C3=O)cc1	0.6%	-32.9	-10.2%	-23.3%	10.1%	10.5%	-1.3%
CCOc1ccc2nc(N3CCN(C(=O)c4ccc(S(=O)(=O)CC)cc4)CC3)sc2c1	-1.2%	?	10.3%	.	.	.	.
CC(=O)Nc1cccc(NC(=O)C2CCN(C(=O)c3ccco3)CC2)c1	3.3%	3.2	-3.2%	-12.5%	2.1%	43.6%[activator]	0.8%
COc1ccccc1N1CCN(c2ccc(NC(=O)c3ccc(C)cc3)cc2C(=O)O)CC1	6.8%	85.5	3.2%	.	.	.	.
CC(C)=CC(=O)Nc1nnc(C(C)C)s1	?	?	2.9%	32.8%[activator]	-13.1%	9.2%	-2.1%
CCC(=O)NC(Nc1nc(C)cs1)(C(=O)OC)C(F)(F)F (stereo not drawn)	-12.9%	32.1	-9.7%	-2.9%	8.2%	7.9%	-1.0%
COc1ccc(CNC(=O)CN2C(=O)COc3ccc(S(=O)(=O)Nc4ccccc4)cc32)cc1	-3.7%	2.9	-2.3%	.	.	.	.
O=C1NC(c2ccccc2)=NC1(Nc1ccccn1)C(F)(F)F (stereo not drawn)	-12.5%	15.3	8.4%	-8.4%	1.7%	26.8%	-4.4%
CCN(CC#CCC(O)(c1ccccc1)c1ccccc1)C(C)C	-2.0%	?	-13.6%	-1.3%	-4.3%	7.0%	-4.3%
Cc1c(-c2ccco2)[n+](=O)c2c(n1[O-])CCCCC2	-10.7%	-15.8	-21.4%	-2.9%	0.0%	7.5%	6.1%
COc1ccc(-n2c(C)nc3cc(C(=O)N4CCC5(CC4)OCCO5)ccc32)cc1	0.5%	12.6	-3.2%	56.0%	5.1%	-19.9%	-1.3%
O=S(=O)(Nc1ncccn1)c1ccc(NC(=S)N2CCN(c3cccc(C(F)(F)F)c3)CC2)cc1	.	4.0	-2.5%	.	8.8%	20.0%	.
C1CCN(c2nc3nonc3nc2N2CCCCC2)CC1	-17.3%	-2.4	9.5%	-13.6%	-4.9%	2.7%	14.0%
CCOC(=O)NC(=O)COC(=O)Cc1cc(OC)c(OC)c(OC)c1	2.2%	3.1	-0.3%	1.1%	10.4%	13.8%	0.1%
Cc1ccc(OC(C)C(=O)Nc2ccccc2C(=O)NCc2cccnc2)cc1C (stereo not drawn)	-6.6%	-34.9	-4.1%	84.4%[activator]	6.0%	.	0.6%
CN1CCN(C(=S)NC(=O)/C=C/c2cccc3ccccc23)CC1	?	-15.9	-29.2%	-1.9%	5.5%	20.4%	-13.9%
CCN(C(=O)COC(=O)CCC(=O)c1cccs1)c1ccccc1	.	-2.1	0.2%	-7.5%	16.2%	10.3%	.

High-throughput results as filed in PubChem BioAssay.
